Screening data from PubChem.
Tau FP inhib: qHTS for Inhibitors of Tau Fibril Formation, Fluorescence Polarization; Microtubule-associated protein tau (Homo sapiens), P10636; K18 P301L tau heparin fibrillization, Alexa594 FP, 6 h; Potency, µM (series often up to 57.7 µM), without a hit: at the top dose activity, negative = inhibition, actives largely listed as inhibitors; actives 0.39% (n = 280,000); note: % is set by controls: 0 for no effect and ±100 for the full control effect; nearly all actives have a fitted effect of over 55% in size
Target sequence (P10636 561-689 P618L limits assumed): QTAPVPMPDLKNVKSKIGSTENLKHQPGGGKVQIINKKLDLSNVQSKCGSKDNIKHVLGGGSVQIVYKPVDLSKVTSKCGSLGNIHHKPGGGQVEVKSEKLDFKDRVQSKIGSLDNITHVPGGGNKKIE
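Heparin (20 uM) drove fibril formation of recombinant tau K18 P301L, 15 uM unlabeled with 0.24 uM Alexa 594 label, for 6 hr at 37 C in 100 mM sodium acetate pH 7. Fluorescence polarization (555/632 nm) read 1 hr after 30 uM ThT.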
Tau fluor cs: Counterscreen qHTS for Inhibitors of Tau Fibril Formation, Fluorescence Polarization | tau K18 P301L Alexa594 fluorescence, heparin fibrillization | Potency, µM (top dose mostly 57.7 µM), for the others: at the top dose activity change, negative = decrease | actives 0.93% (n = 280,000); note: % is set by controls: 0 for no effect and ±100 for the full control effect; nearly all actives have a fitted effect of over 55% in size
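Human tau K18 P301L (15 uM unlabeled, 0.24 uM Alexa 594-labeled) in 100 mM sodium acetate pH 7 with 20 uM heparin, 6 hr at 37 C. ThT 30 uM added, 1 hr ambient; Alexa 594 FP and total fluorescence read at 555/632 nm.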
Tau ThT inhib: qHTS for Inhibitors of Tau Fibril Formation, Thioflavin T Binding | recombinant tau K18 P301L (four-repeat tau fragment), heparin-induced fibrillization, ThT fluorescence | actives 2.1% (n = 270,000) | AID 1460, 2008 | Potency, µM (titrated, usually from 57.4 µM), without a hit: at the highest dose activity, negative = inhibition, most hits filed as inhibitors; note: % is set by controls: 0 for no effect and ±100 for the full control effect; nearly all actives have a fitted effect of over 55% in size
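Heparin-induced fibrillization of the P301L-mutant K18 repeat-domain fragment of human tau was followed by ThT binding in quantitative high-throughput format.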
GAA inhib: qHTS Assay for Inhibitors of Human alpha-Glucosidase as a Potential Chaperone Treatment of Pompe Disease; Lysosomal alpha-glucosidase (Homo sapiens), P10253; purified human GAA, 4-MU-alpha-glucoside fluorescence; actives 0.005% (n = 200,000); Potency, µM (top dose mostly 76.9 µM), inactives show at the top dose activity change, negative = inhibition, usual class: inhibitors;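 note: plate controls were uninhibited enzyme wells for no effect and no-enzyme background for full effect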
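AC50 values come from Hill fits of compound titrations (up to 77 uM) against 4 nM human enzyme. Substrate 4-methylumbelliferyl-alpha-D-pyranoside at 400 uM, pH 5.0 citrate buffer, 20 min room temperature; fluorescence Ex 365/Em 440 after alkaline stop.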
HTT ATP protect: qHTS Multiplex Assay to Identify Dual Action Probes in a Cell Model of Huntington: Cytoprotection (ATP). PC12 HTT-Q103 induced, cytoprotection, ATP luminescence, 40 h. Potency, µM (top dose mostly 56.4 µM), for inactives: cytoprotection (ATP increase), actives largely listed as activators. actives 0.14% (n = 230,000);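 note: % of control where 0% means no effect; nearly all actives have a fitted effect of over 45% in size; toxic huntingtin expression switched on by the ecdysone agonist tebufenozide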
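ATP quantification (ATPlite) reports survival of PC12 cells in which tebufenozide, 100 nM final, switches on Htt exon 1 with 103 glutamines linked to GFP; compounds are titrated.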
aGal spleen mod: qHTS Assay for Inhibitors and Activators of Human alpha-Galactosidase From Spleen Homogenate. AID 2107, 2009. actives 0.008% (n = 240,000). Potency, µM (top dose mostly 80 µM), for inactives: top-dose activity change, negative = inhibition, most hits filed as inhibitors. human spleen homogenate, 4MU-alpha-Gal fluorescence, 40 min. Alpha-galactosidase A (Homo sapiens), P06280;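 note: 0% = enzyme with vehicle and -100% = no enzyme basal signal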
Target sequence (P06280 32-429 limits assumed): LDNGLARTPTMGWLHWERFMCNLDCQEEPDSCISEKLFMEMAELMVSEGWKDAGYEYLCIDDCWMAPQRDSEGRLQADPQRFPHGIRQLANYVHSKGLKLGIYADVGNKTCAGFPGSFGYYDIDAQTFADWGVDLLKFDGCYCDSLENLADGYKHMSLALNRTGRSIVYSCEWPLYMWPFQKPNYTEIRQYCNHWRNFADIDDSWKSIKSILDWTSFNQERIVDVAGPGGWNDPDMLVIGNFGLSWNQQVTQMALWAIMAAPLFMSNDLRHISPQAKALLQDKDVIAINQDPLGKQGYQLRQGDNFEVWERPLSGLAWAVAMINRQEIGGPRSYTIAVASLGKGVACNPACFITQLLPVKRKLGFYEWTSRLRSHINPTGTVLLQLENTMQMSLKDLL
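Spleen homogenate 1 ug + cpd (titration) + 4-MU-alpha-D-galactopyranoside 1 mM; 37C 40 min; 50 mM citrate/phosphate pH 5.0, 0.01% Tween-20; stop pH 10; fluorescence 365/440; AC50 via Hill.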
GAA spleen mod: qHTS Assay for Inhibitors and Activators of Human alpha-Glucosidase From Spleen Homogenate; human spleen homogenate, 4-MU-alpha-glucoside fluorescence; Potency, µM (titrated, usually from 79.9 µM), inactives show at the highest dose activity change, negative = inhibition, usual class: inhibitors; actives 0.006% (n = 240,000);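 note: 0% = enzyme with vehicle and -100% = no enzyme basal signal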
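Human spleen homogenate (1 ug) incubated with compounds and 1 mM 4-methylumbelliferyl-alpha-D-glucopyranoside in pH 5.0 citrate/phosphate buffer, 37 C, 40 min. Stopped at pH 10; 4-MU fluorescence (Ex 365/Em 440 nm); AC50 by Hill fit.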
GAA glycogen mod: qHTS Assay for Inhibitors and Activators of Human alpha-Glucosidase Cleavage of Glycogen; Lysosomal alpha-glucosidase (Homo sapiens), P10253; recombinant GAA, glycogen substrate, Amplex Red glucose oxidase fluorescence; Potency, µM (titrated, usually from 76.4 µM), for inactives: top-dose activity change, negative = inhibition, actives largely listed as inhibitors; actives 0.38% (n = 300,000); AID 2100, 2009;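 note: 0% = full enzyme reaction and -100% = no-enzyme basal signal; the screen sought inhibitors and activators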
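Natural-substrate format: glycogen cleavage by 4 nM human enzyme, glucose read by Amplex Red coupling (Ex 573, Em 610 nm). Normalized to enzyme and no-enzyme controls.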
Starred values were filed as active, the others as inactive; ? = inconclusive; / = no result given; [ ] = dose if it differs, or a comment. Calls come from the whole dose curve; as a rule, active = well fitted curve in the direction sought with a large enough effect; inconclusive = small, poorly fitted or top-dose-only effect, or another doubt; inactive = no such curve, though single readings can be large; an effect the other way counts as inactive or inconclusive. Potency is the fitted concentration of half-maximal effect.

cpd	SMILES	Tau FP inhib	Tau fluor cs	Tau ThT inhib	GAA inhib	HTT ATP protect	aGal spleen mod	GAA spleen mod	GAA glycogen mod
1	O=C(COC(=O)/C=C/c1cccc(C(F)(F)F)c1)NC(c1ccccc1)c1ccccc1	-1%	13%	7%	-1%	/	1%	-6%	6%
2	COc1ccccc1-c1ccc2ncnc(N3CCN(C)CC3)c2c1	-4%	-6%	0%	/	-62%[inhibitor]	11%	14%	/
3	COc1ccc(OC)c(NC(=O)CSc2nnc(Cc3cccn3C)n2CCc2ccccc2)c1	?	-16%	-13%	1%	0%	-9%	-8%	-4%
4	CCCC(c1nnnn1CCOC)N1CCN(Cc2ccccc2)CC1 (stereo unspecified)	-1%	2%	-5%	-8%	14%[1.9 µM]	3%	-4%	0%
5	O=C(Nc1cccc(-c2cn3cccnc3n2)c1)c1cccs1	-1%	-8%	?	?	-3%[10 µM]	?	19%	-1%
6	S=C(NCCc1ccccc1)Nc1cccc2cnccc12	-11%	-13%	?	-10%	10%[10 µM]	0%	2%	-10%
7	OCCC1CN(Cc2cnc(N3CCCC3)s2)CCN1C1CCCC1 (stereo unspecified)	2%	-10%	-14%	3%	15%[10 µM]	5%	-8%	-5%
8	CCOc1ccc(/C=C2/Sc3ccc(C(=O)N4CCN(C(=O)c5ccco5)CC4)cc3N(C)C2=O)cc1OC	4%	-10%	?	-6%	-29%	-23%	-21%	0%
9	Cc1ccc(Cc2cnc(NC(=O)c3ccco3)s2)cc1	-19%	?	-15%	?	-72%[inhibitor]	4%	-1%	-1%
10	O=C1C(=O)N(c2ccccc2)C(c2ccccc2[N+](=O)[O-])/C1=C(\O)c1ccccc1 (stereo unspecified)	-2%	-16%	?	-12%	-1%[10 µM]	4%	-10%	-5%
11	OCCNCCCCCOc1ccc(F)cc1	-3%	-3%	-4%	-1%	2%	-17%	-5%	3%
12	O=C(CSC1=NC(=O)C(c2ccccc2)C(=O)N1)Nc1cccc(Cl)c1 (stereo unspecified)	-8%	-23%	?	-6%	-7%[10 µM]	-4%	-2%	-11%
13	O=C1C(C2=C(O)c3ccccc3C2=O)=Nc2ccccc21	?	?	7.1µM*	1%	-28%	1%	-6%	-18%
14	C[C@H](NC(=O)Cn1cncn1)c1ccccc1	11%	13%	5%	-1%	-13%	6%	-8%	-11%
15	O=C(NNC(=O)c1cc(OCC(F)(F)F)ccc1OCC(F)(F)F)c1cccc(C(F)(F)F)c1	?	-18%	-14%	2%	4%[10 µM]	6%	7%	-5%

Some of the entries so far, with values under each structure:
Every second line gives: Tau FP inhib | Tau fluor cs | Tau ThT inhib | GAA inhib | HTT ATP protect | aGal spleen mod | GAA spleen mod | GAA glycogen mod
5) O=C(Nc1cccc(-c2cn3cccnc3n2)c1)c1cccs1
 : -1% | -8% | ? | ? | -3%[10 µM] | ? | 19% | -1%
6) S=C(NCCc1ccccc1)Nc1cccc2cnccc12
 : -11% | -13% | ? | -10% | 10%[10 µM] | 0% | 2% | -10%
7) OCCC1CN(Cc2cnc(N3CCCC3)s2)CCN1C1CCCC1 (stereo unspecified)
 : 2% | -10% | -14% | 3% | 15%[10 µM] | 5% | -8% | -5%
8) CCOc1ccc(/C=C2/Sc3ccc(C(=O)N4CCN(C(=O)c5ccco5)CC4)cc3N(C)C2=O)cc1OC
 : 4% | -10% | ? | -6% | -29% | -23% | -21% | 0%
9) Cc1ccc(Cc2cnc(NC(=O)c3ccco3)s2)cc1
 : -19% | ? | -15% | ? | -72%[inhibitor] | 4% | -1% | -1%
10) O=C1C(=O)N(c2ccccc2)C(c2ccccc2[N+](=O)[O-])/C1=C(\O)c1ccccc1 (stereo unspecified)
 : -2% | -16% | ? | -12% | -1%[10 µM] | 4% | -10% | -5%
11) OCCNCCCCCOc1ccc(F)cc1
 : -3% | -3% | -4% | -1% | 2% | -17% | -5% | 3%
12) O=C(CSC1=NC(=O)C(c2ccccc2)C(=O)N1)Nc1cccc(Cl)c1 (stereo unspecified)
 : -8% | -23% | ? | -6% | -7%[10 µM] | -4% | -2% | -11%
13) O=C1C(C2=C(O)c3ccccc3C2=O)=Nc2ccccc21
 : ? | ? | 7.1µM* | 1% | -28% | 1% | -6% | -18%
14) C[C@H](NC(=O)Cn1cncn1)c1ccccc1
 : 11% | 13% | 5% | -1% | -13% | 6% | -8% | -11%

(continued)
cpd	SMILES	Tau FP inhib	Tau fluor cs	Tau ThT inhib	GAA inhib	HTT ATP protect	aGal spleen mod	GAA spleen mod	GAA glycogen mod
16	COc1ccc(Br)cc1C1SCCN1S(C)(=O)=O (stereo unspecified)	-3%	-8%	-13%	2%	6%	-7%	-17%	0%
17	Cc1cccc(NCC(=O)N/N=C/c2ccc(Br)cc2)c1	5%[2.34 µM]	6%[2.34 µM]	1%	?	26%[10 µM]	3%	-9%	-12%
18	CCOC(=O)CSCC(=O)Nc1c(C(=O)C2CC2)oc2ccccc12	10%	-9%	-8%	-3%	-2%[10 µM]	-2%	1%	4%
19	O=C(Nc1cccc(F)c1)Nc1ccc2c(c1)C(=O)OC2	1%	-10%	-2%	/	-10%[10 µM]	4%	0%	4%
20	Cc1cc(C)nc(-n2nc(C)c(C3(O)C(=O)Nc4ccc(F)cc43)c2N)n1 (stereo unspecified)	-5%	-8%	-16%	-4%	-14%	-7%	-10%	1%
21	NCC(c1ccccc1)(c1ccccc1)c1ccccc1	6%	8%	5%	0%	-12%[10 µM]	-5%	-4%	-7%
22	COc1ccc(CCN2C(=O)CN=C2Nc2ccc(F)cc2)cc1OC	0%	9%	1%	5%	/	3%	12%	-11%
23	COc1ccccc1NC(=O)Cn1c(=O)n(Cc2ccccc2)c(=O)c2c3c(sc21)CN(C(C)=O)CC3	-9%	-20%	1%	/	/	/	/	-4%[76.3 µM]
24	CC(Oc1ccccc1)C(=O)Nc1nnc(C2CCCCC2)s1 (stereo unspecified)	6%	-7%	-5%	-5%	7%[10 µM]	6%	3%	8%
25	Clc1nc2ccccc2cc1-c1nnn(-c2ccccc2)n1	1%	-9%	?	/	-9%[10 µM]	6%	2%	11%
26	O=S(=O)(NCC1CCCO1)c1cnc(Cl)c(Br)c1 (stereo unspecified)	-7%	-2%	-5%	0%	/	2%	6%	8%
27	N/C(Cc1ccc([N+](=O)[O-])cc1)=N\OC(=O)COc1ccccc1Cl	4%	?	?	-5%	23%[10 µM]	1%	-1%	-6%
28	O=C1CC(c2ccccc2)c2c(O)cc(O)cc2O1 (stereo unspecified)	6%	-11%	-8%	-8%	9%	6%	6%	-4%
29	CC(=O)Nc1cccc(NC(=O)c2ccc(C)c([N+](=O)[O-])c2)c1	4%	-7%	-12%	-15%	-48%[inhibitor]	5%	-7%	3%
30	Cc1ccc(S(=O)(=O)N2N=C3CCCCC3C2(O)C(F)(F)F)cc1 (stereo unspecified)	1%	3%	0%	2%	-16%	-1%	/	2%
31	CC(O)CNc1ccc([N+](=O)[O-])cc1S(=O)(=O)N1CCOCC1 (stereo unspecified)	-6%	2%	4%	-3%	/	-14%	-8%	16%
32	CC1CCN(C(=O)CSc2nc(N)cc(N)n2)CC1	-6%	3%	4%	-12%	-9%[10 µM]	-1%	-2%	5%
33	COc1ccc2c(=O)c3c(=O)n(CCc4ccccc4)c(C(C)C)nc3oc2c1	-8%	-13%	-14%	/	-1%[10 µM]	1%	5%	5%
34	Cc1[nH]c2ccccc2c1C(=O)CN1CCN(C2CCCCC2)CC1	7%	-1%	-9%	7%	-7%[0.074 µM]	-1%	-5%	0%
35	O=C(NCCNS(=O)(=O)c1ccc(Cl)cc1)c1cc(OCC(F)(F)F)ccc1OCC(F)(F)F	-7%	-1%	9%	-7%	-14%	-5%	3%	0%
36	CC1=C(C(=O)OCc2ccc(C)cc2)C(c2ccccc2F)CC(=O)N1 (stereo unspecified)	-3%	-18%	-17%	/	/	/	/	-3%[76.3 µM]
37	Cc1oc(C)c(C(N)=O)c1C(N)=O	5%	0%	-9%	0%	-5%[10 µM]	-5%	-8%	8%
38	CSc1nc(N)nc(SCC(=O)OC(C)C)c1C#N	-2%	-22%	?	7%	-6%	18%	-7%	-6%
39	Cc1cc(=O)n2[nH]c(-c3cccnc3)nc2n1	-1%	6%	-3%	2%	-65%[inhibitor]	-6%	0%	-8%
40	COc1ccc(C(=O)N(Cc2ccco2)Cc2ccc(C)o2)cc1	0%	-1%	-5%	/	/	/	/	16%[76.3 µM]
41	O=C1CCc2cc(S(=O)(=O)N3CCN(c4cccc(Cl)c4)CC3)ccc2N1	-9%	-2%	-2%	8%	-7%	1%	0%	-6%[76.3 µM]
42	O=C(c1ccc2c(c1)N(Cc1ccc(Cl)cc1)C(=O)c1ccccc1S2=O)N1CCOCC1 (stereo unspecified)	-1%	-11%	-5%	/	/	/	/	-7%[76.3 µM]
43	Cc1cc(C(=O)CSc2n[nH]c(N)n2)c(C)n1C1CC1	-3%	-3%	-6%	12%	-9%	4%	6%	-4%
44	CCCCc1nc2c(c3c1C[C@H](C)OC3)CN(C(=O)N[C@@H](C)c1ccccc1)CC2	1%[11.6 µM]	-4%[11.6 µM]	4%[11.5 µM]	/	4%[10 µM]	-11%[17.5 µM]	-1%[17.4 µM]	/
45	CCOC(=O)c1sc(=NC(=O)c2ccc(OC(C)C)cc2)n(C)c1C	-7%	1%	-3%	2%	-16%	3%	/	1%
